TRPC4 PAM: TRPC4 (mouse) allosteric potentiation; B-score at 10 µM; AID 2227; HEK293 TRPC4beta/mu-opioid, DAMGO EC20, Fluo-4 Ca2+ flux; stronger effect = higher value; hit rate 0.42% among 310,000;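 active means B-score of calcium response area above 5 SD of library B-scores, with initial fluorescence ratio within 5 SD of library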;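 further: B-score of integrated fluorescence ratio over time as area under calcium response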
SKKanGAS inh: blocks kanamycin growth of S. pyogenes SKKanGAS strain. inhibition, % at 7.5 µM. hit rate 1.3% among 300,000. BacTiter-Glo, 6 h. AID 1662;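 active means mean replicate score, as percent of positive control median, at least 50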;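 further: strain carries kanamycin resistance gene driven by streptokinase promoter and grows in 40 µg/ml kanamycin; loss of luminescence reflects streptokinase promoter inhibition or plain growth inhibition; 0% = median of DMSO wells and 100% = positive control at its reference dose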
MrgX1 antagonist: blocks BAM8-22 activation of human MrgX1 receptor; Q96LB2; AID 588676; B-score at 10 µM; hit rate 1.3% among 310,000; MRGX1-HEK293 calcium flux, Fluo-4, BAM8-22 antagonism; stronger effect = lower value;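 active means calcium-response B-score plate-corrected more than 3 library SD below zero, starting fluorescence within 5 deviations, no agonist response on first addition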;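 further: peak minus trough fluorescence over baseline after final BAM8-22 challenge near maximal dose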
Target sequence (Q96LB2 whole entry, looked up): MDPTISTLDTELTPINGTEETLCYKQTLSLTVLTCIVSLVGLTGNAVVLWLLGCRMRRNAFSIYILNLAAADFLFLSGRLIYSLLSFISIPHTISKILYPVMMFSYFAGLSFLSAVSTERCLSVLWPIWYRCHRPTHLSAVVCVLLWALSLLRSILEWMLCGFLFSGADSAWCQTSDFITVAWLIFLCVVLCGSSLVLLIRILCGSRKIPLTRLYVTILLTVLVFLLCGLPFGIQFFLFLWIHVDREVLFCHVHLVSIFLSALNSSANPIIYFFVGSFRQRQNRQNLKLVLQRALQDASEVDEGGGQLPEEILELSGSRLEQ
TRPC4 inh: inhibitors of mouse TRPC4 channel | Q9QUQ5 | HEK293 TRPC4beta/mu-opioid, DAMGO-evoked Fluo4 calcium flux; stronger effect = lower value | B-score at 10 µM | hit rate 0.39% among 300,000 | AID 2247;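 active means B-score over 3 SD under the library average, no early fluorescence shift, positive overall ratio signal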
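Test system – stable TRPC4beta/mu-opioid receptor HEK293 cells · Probe or stimulus – DAMGO, a submaximal dose followed by a maximal one · Dosing – one concentration per compound · Signal – Fluo4 calcium fluorescence by kinetic imaging, 5 s 1 Hz baseline · Evaluation – per-well B score of integrated baseline-normalized Fluo4 ratio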
MrgX1 PAM: allosterically activates human MrgX1 receptor signaling; Q96LB2; MrgX1-HEK293, Fluo-4 calcium flux, FDSS; stronger effect = higher value; B-score at 10 µM; hit rate 0.63% among 310,000;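 active means plate-corrected calcium response at least 3 library SD above typical, normal starting fluorescence, not activating the receptor alone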;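 further: compound read alongside a low EC10 to EC30 dose of BAM8-22 agonist; peak minus trough fluorescence over baseline measured at the second addition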
TMEM16A inh: inhibitors of mouse TMEM16A calcium-activated chloride channel; Q8BHY3; HEK293 TMEM16A/YFP iodide influx fluorescence, ionomycin; normalized B-score (activity score, 25-100; higher = stronger inhibition) at 10 µM; hit rate 1.2% among 310,000; AID 588511;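 active means ratio plate-corrected score three or more library SD toward inhibition, starting fluorescence score within five deviations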;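 further: score derived from kinetic fluorescence span divided by baseline fluorescence per well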
TRPC4 agonist: opens the mouse TRPC4 cation channel; hit rate 0.49% among 310,000; HEK293 TRPC4beta/mu-opioid, Fluo4 calcium fluorescence; stronger effect = higher value; B-score at 10 µM;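 active means B-score above 5 SD of library B-scores, and initial fluorescence ratio not above library mean plus 5 SD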;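 further: positive B-score marks a calcium rise read as TRPC4 activation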
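Material: TRPC4beta and mu-opioid receptor HEK293 stable cells | Incubation: 45 min room-temperature Fluo4 loading, 110 s read | Detection: Kinetic Fluo4 calcium fluorescence | Measure: Integrated baseline-normalised fluorescence ratio, converted to per-well B score | Benchmarks: Low control buffer alone, high control maximal DAMGO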
TRPC6 activator: mouse TRPC6 channel activation. HEK293-TRPC6 membrane potential dye fluorescence; stronger effect = higher value. B-score at 10 µM. hit rate 0.13% among 310,000. AID 2550;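 active means B-score of the integrated fluorescence ratio above library mean plus 3 SD, and starting fluorescence ratio within library mean plus 5 SD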;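 further: higher score means more depolarization so channel activation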
TRPC6 inhibitor: mouse TRPC6 channel inhibition | B-score at 10 µM | hit rate 1.1% among 310,000 | Q61143 | HEK293-TRPC6, membrane potential dye, ACh-evoked depolarization; stronger effect = lower value;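 active means B-score under library mean minus 3 SD, initial fluorescence not abnormally high, positive integrated signal ratio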;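 further: B-score derived from integrated fluorescence ratio over the kinetic read; more negative B-score means stronger inhibition of depolarization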
MrgX1 agonist: agonists of human MrgX1 receptor; AID 588627; MrgX1-HEK293 cells, Fluo-4 calcium fluorescence, agonist mode; stronger effect = higher value; hit rate 0.44% among 310,000; Q96LB2; B-score at 10 µM;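 active means calcium response B-score plate-corrected fluorescence ratio at least 3 library SD, with starting fluorescence B-score inside 5 SD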
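System: HEK293 cells stably expressing human MrgX1 receptor; Dosing: test compound in the initial addition of three; Schedule: overnight plating, then 30 min 37 °C plus 30 min room-temperature dye loading; Detection: kinetic calcium dye fluorescence, Fluo-4 NW; Controls: per-plate positive and negative controls for Z′ factor.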
TMEM16A act: mouse TMEM16A channel activation, primary screen. Q8BHY3. HEK293 TMEM16A/YFP-H148Q/I152L, iodide quench fluorescence; stronger effect = lower value. B-score at 10 µM. hit rate 0.3% among 340,000. AID 623877;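 active means fluorescence-ratio B-score plate-corrected deviation score at least 3 library SD below zero, with starting fluorescence score within 5 deviations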;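 further: channel opened by trigger with iodide after compound preincubation; score built on the fluorescence ratio of max minus min over baseline; more negative score means more quench and so TMEM16A activation or potentiation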
The depositor's hits bear a star; i = inactive; nt = not tested or not shown; & = joins results of further samples.

Below each SMILES: TRPC4 PAM, SKKanGAS inh, MrgX1 antagonist, TRPC4 inh, MrgX1 PAM, TMEM16A inh, TRPC4 agonist, TRPC6 activator, TRPC6 inhibitor, MrgX1 agonist, TMEM16A act
CC(=O)c1cc(F)c(N2CCN(c3ccc([N+](=O)[O-])cc3F)CC2)cc1C
→ i, -4, i, i, i, i, i, i, i, i, i
CCN(C(=O)CSc1nc2cc(C(F)(F)F)ccc2n1Cc1ccccc1)C1CCS(=O)(=O)C1 (stereo unspecified)
→ i, 8, i, i, i, i, i, i, i, i, i
COc1ccc(OC)c(NC(=O)CCN2CCN(c3ccccc3F)CC2)c1
→ i, 2, i, i, i, i, i, i, i, i, i
CCOC(=O)C1(Cc2ccc(O)cc2)NC(c2ccco2)C2C(=O)N(c3ccccc3F)C(=O)C21 (stereo unspecified)
→ i, 4, i, i, i, i, i, i, i, i, i
CC1CC(C)CN(C(=O)c2ccc3c(=O)n(Cc4ccc5c(c4)OCO5)c(=S)[nH]c3c2)C1 (stereo unspecified)
→ i, 24, i, i, i, i, i, i, i, i, i
CCOC(=O)c1cn2nc(Oc3ccc(C#N)cc3)ccc2n1
→ i, 4, i, i, i, i, i, i, i, i, i
Cc1cc(C)nc(NS(=O)(=O)c2ccc(NC(=S)NC(=O)CC(C)C)cc2)n1
→ i, -2, i, i, i, i, i, i, i, i, i
Cc1cccc(OCCCC(=O)Nc2ccc(N3CCOCC3)cc2)c1
→ i, -1, i, i, i, i, i, i, i, i, i
O=S(=O)(NCc1ccc(F)cc1)c1ccc(-n2cccn2)cc1
→ i, 0, i, i, i, i, i, i, i, i, i
O=C1N(Cc2ccccc2)c2ccc(Cl)cc2C12OCCO2
→ i, 9, i, i, i, i, i, i, i, i, i
CC(C)C(=O)Nc1cccc(C(=O)Nc2ccccc2C(=O)O)c1
→ i, -1, i, i, i, i, i, i, i, i, i
Cc1ccc(NC(=O)c2ccc(NCCCN3CCOCC3)c([N+](=O)[O-])c2)cc1Cl
→ i, -1, i, i, i, i, i, i, i, i, i
Nc1nnc(SCC(=O)N2CCN(c3ccccc3)CC2)n1-c1ccccc1
→ i, -4, i, i, i, i, i, i, i, i, i
CCOC(=O)C1=C(COC(=O)c2c(OC)cccc2OC)NC(=O)NC1C (stereo unspecified)
→ i, 14, i, i, i, i, i, i, i, i, i
Cc1cc2cc(CCNC(=O)c3ccc(S(=O)(=O)N4CCCC4)cc3)c(=O)[nH]c2cc1C
→ i, 14, i, i, i, i, i, i, i, i, i
CN(CC(=O)NC1CCCCCCC1)S(=O)(=O)c1cccc2cccnc12
→ i, -2, i, i, i, i, i, i, i, i, i
O=C(OCC(=O)N1CCCC1)c1cc(Br)ccc1Cl
→ i, -8, i, i, i, i, i, i, i, i, i
COc1cccc(C(=O)NCCSc2ccc(Br)cc2)c1
→ i, -5, i, i, i, i, i, i, i, i, i
O=C(N/N=C/c1ccc([N+](=O)[O-])o1)c1cc(-c2ccncc2)nc2ccccc12
→ i, 8, i, i, i, i, i, i, i, i, i
CCCCNC(=O)CSc1nc2c(sc(=S)n2-c2cc(Cl)ccc2OC)c(=O)[nH]1
→ i, 14, i, i, i, i, i, i, i, i, i
COc1ccccc1C(=O)NCC(=O)N/N=C/c1ccc2c(c1)OCO2
→ i, 16, i, i, i, i, i, i, i, i, i
COc1cccc(NC(=O)CSCC(=O)Nc2ccccc2)c1
→ i, -5, i, i, i, i, i, i, i, i, i
C/C=C/c1ccc(OCCOCCOc2cccc3cccnc23)c(OC)c1
→ i, 1, i, i, i, i, i, i, i, i, i
COc1ccc(Cc2nnc(SCC(=O)N(C)c3ccccc3)o2)cc1
→ i, -3, i, i, i, i, i, i, i, i, i
CCN(CC(=O)Nc1cccc(S(=O)(=O)N2CCCCC2)c1)Cc1ccccc1
→ i, -9, i, i, i, i, i, i, i, i, i
O=C(NC1CCCCC1)C(c1ccccc1)N(Cc1ccc2c(c1)OCO2)C(=O)c1cnsn1 (stereo unspecified)
→ i, 0, i, i, i, i, i, i, i, i, i
COc1ccccc1-n1c(-c2ccccc2)c[n+]2c1CCc1ccccc1-2
→ i, -5&6, i, i, i, i, i, i, -9.9*, i, i
CN1C(=O)C(Cc2cnc[nH]2)NC1=S (stereo unspecified)
→ i, 1, i, i, i, i, i, i, i, i, i
COCCn1c(-c2ccc(Cl)cc2)nc2c(c(=O)c3ccccc3n2C)c1=O
→ i, -4, i, i, i, i, i, i, i, i, nt
O=C(Cc1cnc2ncnn2c1)N1CCc2c([nH]c3ccccc23)C1c1ccccc1F (stereo unspecified)
→ i, -3, i, i, i, i, i, i, i, i, i
CCC(C)NC(=O)CC(C)C (stereo unspecified)
→ i, -11, i, i, i, i, i, i, i, i, i
CC(=O)Nc1ccc(NC(=O)CSc2ccc3nnc(-c4ccccn4)n3n2)cc1
→ i, 1, i, i, i, i, i, i, i, i, i
O=C(NC1CCCCC1)C1CCCN1S(=O)(=O)c1ccc(Cl)cc1 (stereo unspecified)
→ i, 0, i, i, i, i, i, i, i, i, i
Cc1ccc(C2C(C(=O)c3sc(C)nc3C)=C(O)C(=O)N2CCN2CCOCC2)o1 (stereo unspecified)
→ i, 6, i, i, i, i, i, i, i, i, i
O=C(C1CCN(S(=O)(=O)c2ccccc2F)CC1)N1CCc2ccccc2C1
→ i, -4, i, i, i, i, i, i, i, i, i
Cn1c(C(=O)O)cc2cc(Oc3ccccc3)ccc21
→ i, -5, i, i, i, i, i, i, i, i, i
COc1cccc(C(C(=O)NC2CCCCC2)N(C(=O)c2ccco2)c2ccccc2OC)c1 (stereo unspecified)
→ i, 14, i, i, i, i, i, i, i, i, i
CC(=O)Cn1c(C(F)(F)F)nc2ccccc21
→ i, 1, i, i, i, i, i, i, i, i, i
O=C(O)COCC(=O)Nc1ccc(OCCc2ccccc2)cc1
→ i, -3, i, i, i, i, i, i, i, i, i
O=C1CCC(=O)N1OCCOc1ccc2c(c1)CCC2
→ i, -6, i, i, i, i, i, i, i, i, i
CS(=O)(=O)N(CC(=O)N1CCN(c2ccc(F)cc2)CC1)C1CCCCC1
→ i, 0, i, i, i, i, i, i, i, i, i
CC(C)N1C(=O)CCC1C(=O)NC1CCCC1 (stereo unspecified)
→ i, 3, i, i, i, i, i, i, i, i, i
Cc1c(Cl)c(C(=O)NNC(=S)Nc2ccc(F)cc2)nn1C
→ i, -8, i, i, i, i, i, i, i, i, i
C=CCc1cccc(/C=N/NC(=O)CCC(=O)Nc2ccc(F)cc2)c1O
→ i, 13, i, i, i, i, i, i, i, i, i
O=P(CCCO)(Cc1ccccc1)Cc1ccccc1
→ i, -1, i, i, i, i, i, i, i, i, i
O=C(CCCN1C(=O)/C(=C/c2ccccc2Cl)SC1=S)NNC(=O)c1ccc(Cl)cc1Cl
→ i, -11, i, i, i, i, i, i, i, i, i
Cc1cc(C)c(S(N)(=O)=O)c(C)c1-n1cnnn1
→ i, -5, i, i, i, i, i, i, i, i, i
CCSc1nnc(NC(=O)CCCOc2ccc(C)cc2)s1
→ i, 0, i, i, i, i, i, i, i, i, i
COc1cc(S(=O)(=O)Nc2c(C)cc(C)cc2C)ccc1Cl
→ i, 26, i, i, i, i, i, i, i, i, i
Cc1ccn2c(c1)nc(=O)c1cc(S(=O)(=O)N3CCC(C)CC3)ccc12
→ i, 0, i, i, i, i, i, i, i, i, i
CC(C)c1c(C(=O)N/N=C/c2ccccc2OCc2c(F)cccc2Cl)nnn1-c1nonc1N
→ i, 31, i, i, i, i, i, i, i, i, i
CN(C)Cc1nc2c([nH]1)c(=O)n(C)c(=O)n2C
→ i, -2, i, i, i, i, i, i, i, i, i
Cc1ccc(C2=N/C(=C\c3cccs3)C(=O)N2Nc2ccccc2)cc1
→ i, 1, i, i, i, i, i, i, i, i, i
COc1ccc(CCn2c(C3CCCCC3)nc3c(c(=O)c4ccccc4n3C)c2=O)cc1
→ i, 68*, i, i, i, i, i, i, i, i, i
COc1ccc(C(=O)Nc2cnc(NC(=O)c3cccs3)cc2C)cc1
→ i, -11, i, i, i, i, i, i, i, i, i
COc1ccc(N(C(=O)c2cccnc2)S(=O)(=O)c2ccc(Cl)cc2)cc1
→ i, -1, i, i, i, i, i, i, i, i, i
COC(=O)c1c(C)oc(C)c1S(=O)(=O)NCc1ccc(OC)cc1
→ i, -7, i, i, i, i, i, i, i, i, i
O=C(N/N=C/c1c[nH]c2ccccc12)c1ccc(Cl)cc1
→ i, -3, i, i, i, i, i, i, i, i, i
CN(C)c1ccc(N2C(=NC(=O)c3ccccc3)SC3CS(=O)(=O)CC32)cc1 (stereo unspecified)
→ i, -8, i, i, i, i, i, i, i, i, i
Cc1ccc(C(=O)Oc2cccc(NC(=O)c3ccccc3)c2)cc1C
→ i, -15, i, i, i, i, i, i, i, i, i

(more compounds)
Below each SMILES: TRPC4 PAM, SKKanGAS inh, MrgX1 antagonist, TRPC4 inh, MrgX1 PAM, TMEM16A inh, TRPC4 agonist, TRPC6 activator, TRPC6 inhibitor, MrgX1 agonist, TMEM16A act
O=S1(=O)CCOCCCN1Cc1ccccc1Br
→ i, -1, i, i, i, i, i, i, i, i, i
Cc1ccc(-c2ccc3c(c2)S(=O)(=O)c2ccccc2C3=O)cc1
→ 29*, 4, i, i, i, i, i, i, i, i, nt
C=C(C)C1CCC(C)=C1CC(C)(C)/C=N\n1cnnc1 (stereo unspecified)
→ i, 16, i, i, i, i, i, i, i, i, i
COc1ccccc1/C=C1\Cc2ccccc2C1=O
→ i, -2, i, i, i, i, i, i, i, i, i
COc1cc(C(=O)Nc2nccs2)cc(OC)c1OC
→ i, -4, i, i, i, i, i, i, i, i, i
Nc1ccn(-c2ccccc2)c(=O)c1
→ i, 2, i, i, i, i, i, i, i, i, i
Cc1nn(CC(=O)OCC(=O)Nc2c(C(C)C)cccc2C(C)C)c(C)c1[N+](=O)[O-]
→ i, 2, i, i, i, i, i, i, i, i, i
Cc1ccc(/C=C/C(=O)NCCCc2ccccc2)cc1
→ i, 0, i, i, i, i, i, i, i, i, i

Screens from PubChem.
